Assay outcomes (PubChem)
BAZ2B inh = blocks human BAZ2B; AlphaScreen BAZ2B-H3K14Ac peptide displacement; Potency, µM (titrated, usually from 114 µM), without a hit: at the top dose activity change, negative = inhibition, actives largely listed as inhibitors; actives 4.4% (n = 360,000); also: potency is read from the fitted curve at half-maximal effect; % is scaled to controls: 0 for no effect and ±100 for the full control effect; nearly all actives have a fitted effect of over 60% in size
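Protein-peptide AlphaScreen: BAZ2B 50 nM, b-H3K14Ac 50 nM, 1x PBS pH 7.4 + 0.01% Tween-20. Preincubation 30 min RT; cpd 30 min RT (top 110 uM); beads 20 min RT, light-protected.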
GLS inhibitor = inhibitors of human glutaminase (GLS); O94925; GLS enzymatic activity, qHTS titration; Potency, µM (series often up to 45.5 µM), for the others: at the top dose activity change, negative = inhibition, usual class: inhibitors; actives 0.21% (n = 410,000); AID 624170; also: potency is read from the fitted curve at half-maximal effect; % is scaled to controls: 0 for no effect and ±100 for the full control effect
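hKGA in 45 mM KH2PO4 (pH 8.2), 0.02% Tween-20 with compound, then 1mM L-Glutamine (stock as added) plus glutamate oxidase/HRP/Amplex red coupling mix. Fluorescence read initially and after 30 min at RT; signal change reflects glutamate formation.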
HP1b chromo inh = HP1-beta chromodomain-methylated histone interaction inhibition | Potency, µM (highest dose often 114 µM), for inactives: top-dose activity change, negative = inhibition, hits mostly inhibitors | actives 0.56% (n = 390,000) | AID 540317 | P83916 | AlphaScreen HP1-beta / biotin-H3K9me3 peptide binding; also: potency is read from the fitted curve at half-maximal effect; nearly all actives have a fitted effect of over 70% in size; inactives centre near 23
Target sequence (P83916 whole entry, looked up): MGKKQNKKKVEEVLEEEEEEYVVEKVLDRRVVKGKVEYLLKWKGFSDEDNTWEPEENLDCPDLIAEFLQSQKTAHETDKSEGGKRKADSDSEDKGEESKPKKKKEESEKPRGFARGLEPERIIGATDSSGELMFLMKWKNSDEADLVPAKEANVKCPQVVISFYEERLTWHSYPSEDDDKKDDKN
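HP1-beta protein (50 nM final) preincubated 30 min at room temperature with biotinylated H3(1-18)K9me3 peptide (50 nM) in PBS pH 7.4, 0.01% Tween-20, then compound added for 30 min. AlphaScreen streptavidin donor/nickel chelate acceptor beads (10 ug/mL final), 30 min dark, luminescence read.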
Tb PGK inh = T. brucei PGK inhibition | PGK/GAPDH coupled, Kinase-Glo luminescence, 60 min | Potency, µM (titrated, usually from 57.5 µM), for the others: at the highest dose activity change, negative = inhibition, usual class: inhibitors | actives 0.043% (n = 380,000); also: potency is read from the fitted curve at half-maximal effect; % is scaled to controls: 0 for no effect and ±100 for the full control effect; nearly all actives have a fitted effect of over 60% in size
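Recombinant glycosomal PGK reaction used 1,3-bisphosphoglycerate generated in-well by GAPDH (100nM final) in 100mM TEA pH 7.6, 5mM MgCl2, 0.01% Tween-20. After 60 minutes at room temperature, ATP was read by Kinase-Glo Plus luminescence end-point.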
PI4K2A block = inhibitors of human PI4K2A | purified PI4K2A, ADP-Glo luminescence, 1 h; stronger effect = lower value | activity change, negative = inhibition, % at 76.9 µM | actives 0.13% (n = 420,000); in the data active = activity change below about -50%; inconclusive = mostly about -30% to -49%;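 also: -100% = wells without enzyme as full effect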
Target sequence (Q9BTU6 whole entry, looked up): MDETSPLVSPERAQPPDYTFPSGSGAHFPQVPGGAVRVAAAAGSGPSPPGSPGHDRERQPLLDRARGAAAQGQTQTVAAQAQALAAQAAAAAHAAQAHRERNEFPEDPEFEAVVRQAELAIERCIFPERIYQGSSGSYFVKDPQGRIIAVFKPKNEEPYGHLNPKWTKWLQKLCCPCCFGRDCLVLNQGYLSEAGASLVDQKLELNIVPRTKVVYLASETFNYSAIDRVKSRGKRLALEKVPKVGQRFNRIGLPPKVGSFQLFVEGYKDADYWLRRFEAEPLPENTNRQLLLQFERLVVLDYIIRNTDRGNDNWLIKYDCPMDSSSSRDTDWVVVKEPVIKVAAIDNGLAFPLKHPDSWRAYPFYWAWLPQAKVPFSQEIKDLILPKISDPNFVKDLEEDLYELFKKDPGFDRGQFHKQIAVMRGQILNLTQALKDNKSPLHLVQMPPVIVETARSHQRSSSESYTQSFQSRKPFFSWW
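ADP-Glo luminescence measured ADP generated by PI4K2A enzyme (4 ug/mL before mixing) with 1.2 mM PI substrate (pre-mix) and 300 microM ATP (pre-mix). Tris pH7.5 buffer with MgCl2, Triton X-100; 1 h reaction at ambient temperature.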
ERG Ets-DNA blk = ERG Ets/DNA interaction inhibition; Potency, µM (series often up to 76.9 µM), inactives show at the top dose FP activity, negative = inhibition, actives largely listed as inhibitors; P11308; AID 624246; actives 0.028% (n = 370,000); fluorescence polarization, His-ERG Ets domain / labelled DNA; active = well fitted inhibition curve with a large enough effect in the polarisation, with a control signal flat; inconclusive = small, poorly fitted or top-dose-only effect, or effect the other way, or a change in a side signal; inactive = no such curve, though single readings can be large or run the other way; the % refers to the polarisation;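 also: polarization taken with two DNA probes labelled with fluorescein and Texas red; potency is read from the fitted curve at half-maximal effect; % of control where 0% means no effect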
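His-tagged ERG Ets domain (1 uM in the protein solution; 300mM KCl, 50mM Tris-HCl, 1mM EDTA, 1mM DTT, pH 7.5) received compound, then a probe mix of 5 nM fluorescein-DNA and 100nM Texas-615-DNA. Fluorescence polarization was read for both dyes.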
Pin1 inhibitor = blocks the human prolyl isomerase Pin1; Pin1 FP peptide displacement, HiFluor488, 10 min; Potency, µM (titrated, usually from 115 µM), for inactives: at the highest dose activity, negative = inhibition, hits mostly inhibitors; actives 0.009% (n = 390,000); active = well fitted inhibition curve with a large enough effect in the polarisation, with a control signal flat, not every such curve was filed as active; inconclusive = small, poorly fitted or top-dose-only effect, or effect the other way, or a change in a side signal; inactive = no such curve, though single readings can be large or run the other way; the % refers to the polarisation; also: potency is read from the fitted curve at half-maximal effect; % is scaled to controls: 0 for no effect and ±100 for the full control effect
Target sequence (Q13526 whole entry, looked up): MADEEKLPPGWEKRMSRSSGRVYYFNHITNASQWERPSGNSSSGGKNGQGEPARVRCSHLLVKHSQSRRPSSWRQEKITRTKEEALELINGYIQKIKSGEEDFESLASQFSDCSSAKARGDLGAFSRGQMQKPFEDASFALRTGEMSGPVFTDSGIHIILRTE
JMJD2A Tudor inh = blocks the human JMJD2A Tudor domain. O75164. AID 504339. actives 4.4% (n = 390,000). Potency, µM (doses to about 114 µM), for the others: at the top dose activity change, negative = inhibition, hits mostly inhibitors. AlphaScreen JMJD2A-Tudor / H3K4me3 peptide binding; also: potency is read from the fitted curve at half-maximal effect; % is scaled to controls: 0 for no effect and ±100 for the full control effect; nearly all actives have a fitted effect of over 50% in size
G9a inh = blocks human histone lysine methyltransferase G9a | G9a H3K9 monomethylation, AlphaScreen, 2 h | Potency, µM (highest dose often 102 µM), for the others: at the top dose activity, negative = inhibition, actives largely listed as inhibitors | actives 8.8% (n = 350,000) | AID 504332; also: potency is read from the fitted curve at half-maximal effect; % is scaled to controls: 0 for no effect and ±100 for the full control effect; nearly all actives have a fitted effect of over 75% in size
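Signal arises when biotinylated H3K9 peptide, once monomethylated, bridges streptavidin donor and antibody-captured acceptor beads. Enzyme at 20 nM was preincubated 15 min with test compounds; peptide 500 nM and SAM 20 uM then reacted for 2 h.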
* = called active by the depositor; i = inactive; ? = inconclusive; / = no result given; [ ] = another dose, or the depositor's remark. Unless noted, calls follow the shape of the dose curve; as a rule, active = well fitted curve in the direction sought with a large enough effect; inconclusive = small, poorly fitted or top-dose-only effect, or another doubt; inactive = no such curve, though single readings can be large; an effect the other way counts as inactive or inconclusive.

(1) Cc1c(C(=O)N2CCCC2)oc2c1-c1[nH]ncc1CC2
(2) Cc1ccc2c(c1)nnn2C1CCN(CC(=O)NCCc2nc3ccccc3[nH]2)CC1
(3) CC(C)=CCC/C(C)=C/CNC(=O)CC1C[C@H](C(=O)N2CCOCC2)[C@@]2(C)c3[nH]c4ccccc4c3CCN2C1=O (stereo partly specified)
(4) CSCC(=O)N1CCC(n2nccc2NC(=O)CCCc2ccccc2)CC1
(5) CC(=O)N(c1ccccc1)c1nc(/C=C/C(=O)O)cs1
(6) COc1ccc2oc(=Nc3cccc(F)c3)c(C(N)=O)cc2c1
(7) COCc1ccc(C(=O)N2CCCC(C(=O)c3ccc(SC)cc3)C2)s1 (stereo unspecified)
(8) Cc1c(NC(=O)CN2C(=O)NC3(CCC(C)CC3)C2=O)c(=O)n(-c2ccccc2)n1C (stereo unspecified)
(9) O=C(Nc1ccc(N2CCOCC2)cc1)c1ccc(Cl)c(S(=O)(=O)N2CCCC2)c1
(10) O=C(Nc1ccccc1)Oc1ccccc1N1CCOCC1

| Compound | 1 | 2 | 3 | 4 | 5 | 6 | 7 | 8 | 9 | 10 |
| --- | --- | --- | --- | --- | --- | --- | --- | --- | --- | --- |
| BAZ2B inh | -5% | 4% | / | -10% | -3% | -19% | -2% | -3% | 10% | ? |
| GLS inhibitor | -2% | 1% | 2% | -5% | 1% | 0% | 13% | -4% | 11% | ? |
| HP1b chromo inh | 24% | 25% | 1% | 40%[activator] | 28% | 30% | 35%[activator] | 10% | 42%[activator] | 18% |
| Tb PGK inh | i | / | -10% | -7% | -4% | -5% | -4% | -5% | -8% | -1% |
| PI4K2A block | -2 | 3 | -2 | -4 | -1 | -6 | 7 | 3 | -4 | 0 |
| ERG Ets-DNA blk | 3% | / | 1% | 3% | -2% | -2% | -7% | -2% | 1% | -12% |
| Pin1 inhibitor | 9% | -3% | 0% | -10% | -8% | -8% | -1% | 1% | 15% | 2% |
| JMJD2A Tudor inh | -15% | -6% | ? | -1% | -11% | -13% | 5% | -15% | -15% | -11% |
| G9a inh | 50µM* | 1% | / | -3% | 9% | -1% | / | 17% | -8%[12.7 µM] | -1% |

As a short view, some entries already given:
(9) O=C(Nc1ccc(N2CCOCC2)cc1)c1ccc(Cl)c(S(=O)(=O)N2CCCC2)c1
(10) O=C(Nc1ccccc1)Oc1ccccc1N1CCOCC1

| Compound | 9 | 10 |
| --- | --- | --- |
| BAZ2B inh | 10% | ? |
| GLS inhibitor | 11% | ? |
| HP1b chromo inh | 42%[activator] | 18% |
| Tb PGK inh | -8% | -1% |
| PI4K2A block | -4 | 0 |
| ERG Ets-DNA blk | 1% | -12% |
| Pin1 inhibitor | 15% | 2% |
| JMJD2A Tudor inh | -15% | -11% |
| G9a inh | -8%[12.7 µM] | -1% |

Next results
(11) CCC(C)(C(=O)NC1CCCCC1)N(C(=O)c1ccccn1)c1ccc(C)cc1 (stereo unspecified)
(12) O=C(CN1CCc2cc3c(cc2C1)OCCCO3)Nc1c(F)cccc1F
(13) Cc1csc2c(=O)sc(NC(=O)c3cccs3)nc12
(14) Cc1cc(N2CCN(C)CC2)nc2ccc(NC(=S)N3CCC4(CC3)OCCO4)cc12
(15) COc1ccc(C(=O)N(C)CC(O)c2ccccc2)cc1OC1CCN(C(C)=O)CC1 (stereo unspecified)
(16) COc1cc(-c2nnc(-c3ccco3)o2)ccc1OCc1ccccc1
(17) CCOC(=O)C(Cc1c(F)cccc1Cl)c1ccno1 (stereo unspecified)
(18) CCCCOC(=O)C1=C(C)Nc2ncnn2C1c1cc(OC)ccc1OC (stereo unspecified)
(19) CCOC(=O)C1CCN(c2nc3c(C)cccn3c(=O)c2/C=C(\C#N)S(=O)(=O)c2ccccc2)CC1
(20) O=C(COC(=O)c1sc2cc(F)ccc2c1Cl)Nc1ncc(Cl)cc1Cl

| Compound | 11 | 12 | 13 | 14 | 15 | 16 | 17 | 18 | 19 | 20 |
| --- | --- | --- | --- | --- | --- | --- | --- | --- | --- | --- |
| BAZ2B inh | -1% | -21% | 50µM* | -13% | -4% | 6% | 3% | -3% | -3% | -7% |
| GLS inhibitor | -12% | -11% | -6% | 0% | 0% | 5% | 0% | / | 3% | 4% |
| HP1b chromo inh | 10% | 29% | 1% | 1% | 18% | 12% | 28% | 33% | -1% | 19% |
| Tb PGK inh | 2% | -2% | ? | -5% | i | -1% | 1% | -5% | 4% | -6% |
| PI4K2A block | 1 | 6 | 6 | -1 | -1 | -2 | 13 | 1 | 2 | 1 |
| ERG Ets-DNA blk | -2% | 5% | 1% | 2% | -11% | 1% | 7% | -9% | 0% | -12% |
| Pin1 inhibitor | -2% | -11% | 226%[activator] | -2% | -3% | 9% | 0% | ? | ? | 11% |
| JMJD2A Tudor inh | -24% | -10% | -28% | -2% | -8% | -9% | 3% | -5% | -19% | -9% |
| G9a inh | -7%[12.7 µM] | 74%[activator] | ? | 45µM* | 3% | -13%[59 µM] | 38% | -27% | ? | 0% |

(21) CC(=O)Oc1ccc(-c2cccc(C(=O)NCCCO)c2)cc1
(22) Cc1cc(S(=O)(=O)N2CCN(Cc3ccc4c(c3)OCO4)CC2)cc(C)c1N1CCCC1=O
(23) COc1ccc(-c2noc(CCC(=O)N3CCN(c4ccccc4Cl)CC3)n2)cc1
(24) C=CCn1cccc(/C=C/C(=O)c2ccc(C(C)(C)C)cc2)c1=S
(25) CC(C)COc1cccc(C(=O)N2CCN(C(=O)c3ccco3)CC2)c1
(26) CN(C)c1ccc(CNS(=O)(=O)c2ccc3c(c2)NC(=O)CS3)cc1

| Compound | 21 | 22 | 23 | 24 | 25 | 26 |
| --- | --- | --- | --- | --- | --- | --- |
| BAZ2B inh | -10% | -26% | / | 11µM* | -5% | ? |
| GLS inhibitor | 4% | 1% | -12% | 0% | -13% | 29% |
| HP1b chromo inh | 11% | 33% | 82%[activator] | ? | 33% | -4% |
| Tb PGK inh | -3% | -8% | -2% | -7% | -8% | -2% |
| PI4K2A block | -1 | -4 | 3 | -2 | 4 | -2 |
| ERG Ets-DNA blk | -8% | 2% | 9% | 4% | 13% | -25% |
| Pin1 inhibitor | -1% | 0% | ? | 11% | -8% | -5% |
| JMJD2A Tudor inh | -9% | ? | -8% | 32µM* | -13% | ? |
| G9a inh | -6%[59 µM] | -16% | / | ? | 0%[12.7 µM] | 50µM* |

Reprinted at random: 3 records from the list
(19) CCOC(=O)C1CCN(c2nc3c(C)cccn3c(=O)c2/C=C(\C#N)S(=O)(=O)c2ccccc2)CC1
(26) CN(C)c1ccc(CNS(=O)(=O)c2ccc3c(c2)NC(=O)CS3)cc1
(15) COc1ccc(C(=O)N(C)CC(O)c2ccccc2)cc1OC1CCN(C(C)=O)CC1 (stereo unspecified)

| Compound | 19 | 26 | 15 |
| --- | --- | --- | --- |
| BAZ2B inh | -3% | ? | -4% |
| GLS inhibitor | 3% | 29% | 0% |
| HP1b chromo inh | -1% | -4% | 18% |
| Tb PGK inh | 4% | -2% | i |
| PI4K2A block | 2 | -2 | -1 |
| ERG Ets-DNA blk | 0% | -25% | -11% |
| Pin1 inhibitor | ? | -5% | -3% |
| JMJD2A Tudor inh | -19% | ? | -8% |
| G9a inh | ? | 50µM* | 3% |
